Bioassay records deposited in PubChem BioAssay by National Center for Advancing Translational Sciences (NCATS).
AT treatment = candidate therapy for ataxia-telangiectasia; […] A-T fibroblasts, KAP-1 phosphorylation AlphaLISA; neocarzinostatin DNA damage 30 min before lysis; Potency, µM (doses to about 57.5 µM), inactives show at the top dose activation, hits mostly activators; AID 485349; 0.19% of 320,000 active; note: potency is the fitted concentration of half-maximal effect; % of control where 0% means no effect; nearly all actives have a fitted effect of over 45% in size
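ATM-like activity read as KAP-1 phosphorylation via AlphaLISA donor/acceptor antibody pairs after lysis and 6 hr at 25C. Cells were ATM-null patient fibroblasts ([…], hTERT), dosed 60 min, then exposed to the DSB inducer NCS for 30 min.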
TCR act = T cell receptor activation; primary human leukocytes, anti-CD3, IL-2 HTRF, 48 h; Potency, µM (highest dose often 9.22 µM), for inactives: top-dose activation of IL-2 secretion, hits mostly activators; 330,000 tested, under 10 active; note: % of control where 0% means no effect
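IL-2 produced over 48 hr by a-CD3 bead-stimulated primary human leukocytes exposed to compounds was detected with a homogeneous time-resolved FRET immunoassay, 665nm acceptor signal after 320nm excitation.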
MLL CXXC-DNA inh = blocks binding of human MLL CXXC domain to DNA; MLL-CXXC / FITC-HOXA9 DNA fluorescence polarization; Potency, µM (titrated, usually from 115 µM), for inactives: at the top dose activity change, negative = inhibition, hits mostly inhibitors; 0.037% of 290,000 active; active = well fitted inhibition curve with a large enough effect in the polarisation, with a control signal flat, not every such curve was filed as active; inconclusive = small, poorly fitted or top-dose-only effect, or effect the other way, or a change in a side signal; inactive = no such curve, though single readings can be large or run the other way; the % refers to the polarisation; note: potency is the fitted concentration of half-maximal effect
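Purified MLL-CXXC (added from a 7 uM solution) was preincubated 5 min at ambient with pinned compounds in 50 mM Tris-HCl pH 7.5, 50 mM NaCl, 1 mM DTT, 0.05% BSA. Fluorescein-labeled HOX-A9 DNA (50 nM solution) followed, 30 min, then polarization read.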
FBPA coupling cs = counter-screen for Giardia aldolase inhibitors: coupling enzyme system | coupling enzyme system counterscreen, AmpLite Red fluorescence | activity change, negative = inhibition, % at 58.2 µM, hits read low | 0.67% of 290,000 active; in the data active = activity change below about -30%; note: % is set by controls: 0 for no effect and ±100 for the full control effect
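Counterscreen lacking aldolase: glyceraldehyde-3-phosphate coupling-enzyme reagent preincubated 10 min at RT with compound (at 57.5 uM final), then substrate/coupling system with AmpLite Red added; fluorescence read at 525/598 nm after 20 min RT.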
KCNH2 WT inh = blocks the wildtype human KCNH2 potassium channel; Q12809; AID 720551; U2OS, BacMam KCNH2, thallium flux FluxOr; hits give low values; 0.37% of 340,000 active; activity change, % at 1.84 µM;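 active = maximum activity change below -70%; inconclusive = maximum activity change between -70% and -50%; inactive = maximum activity change above -50%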; note: % is set by controls: 0 for no effect and ±100 for the full control effect
Target sequence (Q12809 whole entry, looked up): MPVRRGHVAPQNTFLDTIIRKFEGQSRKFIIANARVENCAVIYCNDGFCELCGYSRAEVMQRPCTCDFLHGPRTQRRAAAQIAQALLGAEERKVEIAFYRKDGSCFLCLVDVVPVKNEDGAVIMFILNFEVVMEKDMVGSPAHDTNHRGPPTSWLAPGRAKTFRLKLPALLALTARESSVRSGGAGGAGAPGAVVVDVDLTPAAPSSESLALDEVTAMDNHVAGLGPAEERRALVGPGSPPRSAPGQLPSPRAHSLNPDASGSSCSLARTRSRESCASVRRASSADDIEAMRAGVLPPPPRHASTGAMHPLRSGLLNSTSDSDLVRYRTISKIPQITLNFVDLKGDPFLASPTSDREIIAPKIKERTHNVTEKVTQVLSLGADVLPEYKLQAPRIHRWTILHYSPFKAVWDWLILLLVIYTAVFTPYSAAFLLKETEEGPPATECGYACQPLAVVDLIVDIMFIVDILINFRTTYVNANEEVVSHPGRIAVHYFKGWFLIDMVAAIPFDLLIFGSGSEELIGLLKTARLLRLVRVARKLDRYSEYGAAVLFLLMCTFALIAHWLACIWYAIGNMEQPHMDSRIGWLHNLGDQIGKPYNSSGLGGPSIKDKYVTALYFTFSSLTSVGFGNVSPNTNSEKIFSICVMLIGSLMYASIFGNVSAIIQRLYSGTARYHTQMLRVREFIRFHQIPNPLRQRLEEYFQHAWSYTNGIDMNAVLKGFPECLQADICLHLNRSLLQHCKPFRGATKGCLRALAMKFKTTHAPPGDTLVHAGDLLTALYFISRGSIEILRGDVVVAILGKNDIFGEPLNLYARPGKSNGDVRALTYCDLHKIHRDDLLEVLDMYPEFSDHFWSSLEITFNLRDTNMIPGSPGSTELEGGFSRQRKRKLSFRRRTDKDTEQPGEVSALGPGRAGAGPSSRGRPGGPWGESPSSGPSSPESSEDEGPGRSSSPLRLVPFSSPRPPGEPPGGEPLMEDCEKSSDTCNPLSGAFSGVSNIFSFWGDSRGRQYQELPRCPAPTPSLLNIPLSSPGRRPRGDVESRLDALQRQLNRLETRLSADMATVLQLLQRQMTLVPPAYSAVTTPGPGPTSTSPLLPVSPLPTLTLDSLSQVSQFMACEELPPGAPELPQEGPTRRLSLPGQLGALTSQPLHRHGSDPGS
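U2OS cells transduced with wild-type KCNH2 virus are loaded with FluxOr dye for 45 min, and thallium flux is measured in kinetic reads before and after stimulation buffer. Rate constants are normalized to DMSO controls.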
TSHR antagonist = blocks TSH signaling through the human TSH receptor; TSHR-expressing cells, TSH-stimulated cAMP HTRF, 2 h; hits give low values; AID 504810; 0.2% of 330,000 active; activity change, negative = inhibition, % at 11.5 µM; P16473;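 active = activity change below a set negative limit, meaning inhibition stronger than a set level, cut at about -70% in these data; inconclusive = activity change between two set negative limits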; note: % is set by controls: 0 for no effect and ±100 for the full control effect
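Competitive HTRF cAMP read-out (cryptate anti-cAMP antibody, cAMP-d2; 30 min, room temperature) in freshly harvested TSHR cells. Compounds added before TSH at EC80 (4nM final), followed by 2 hours' incubation at 37 deg C.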
Giardia killer = kills Giardia lamblia. 0.15% of 340,000 active. activity change, % at 7.66 µM, hits read low. Giardia lamblia trophozoite viability. AID 540267; in the data active = activity change below about -80%; inconclusive = between about -30% and that limit;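 note: parasites exposed to compound for two days anaerobically before the ATP read; % is set by controls: 0 for no effect and ±100 for the full control effect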
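Each well holds 100 Giardia trophozoites and compound. After two days (48 hrs) at 37 deg C in anaerobic conditions, ATP is quantified by luminescence.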
Chronic BCR inh = chronic active BCR signaling inhibition. ABC-DLBCL IkBa-CBG/CBR reporter, luminescence ratio, 4 h. Potency, µM (titrated, usually from 46.1 µM), without a hit: at the highest dose ratio change, negative = lower green/red ratio, usual class: inhibitors. 0.05% of 340,000 active. AID 493014; active = well fitted inhibition curve with a large enough effect in the signal ratio, with a control signal flat, not every such curve was filed as active; inconclusive = small, poorly fitted or top-dose-only effect, or effect the other way, or a change in a side signal; the % refers to the signal ratio;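 note: potency is the fitted concentration of half-maximal effect; plate controls were basal doxycycline-induced cells for no effect and cells given 10 µM MG132 for full effect; MG132 reads +100%, hits lower the ratio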
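TMD8 human ABC-DLBCL cells with doxycycline-inducible IκBα–green luciferase fusion and unfused red luciferase, in 0.5% FBS medium; compounds up to 46 uM, 4 h at 37C. Green/red luminescence ratio, filter-overlap corrected, fitted to concentration-response curves.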
GALK inh = inhibitors of human galactokinase; P51570; Purified GALK, Kinase-Glo residual ATP luminescence; Potency, µM (doses to about 57.5 µM), for inactives: at the top dose activity change, negative = inhibition, most hits filed as inhibitors; 0.007% of 270,000 active; AID 1868; note: potency is the fitted concentration of half-maximal effect; % is set by controls: 0 for no effect and ±100 for the full control effect
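Quantitative HTS: GALK 5 nM, ATP 35 uM, galactose 100 uM, 1 h room temperature, then luciferase-based ATP detection.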
Tb PFK block = blocks T. brucei phosphofructokinase | T. brucei PFK, ADP-Glo luminescence | Potency, µM (doses to about 57.5 µM), for the others: at the top dose activity, negative = inhibition, most hits filed as inhibitors | 0.17% of 330,000 active | AID 485367;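 note: potency is the fitted concentration of half-maximal effect; 0% = uninhibited 1x PFK enzyme wells and -100% = no-enzyme wells; nearly all actives have a fitted effect of over 60% in size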
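Activity is normalized to no-enzyme wells (full inhibition) and 1.25 nM enzyme wells (no inhibition). Reaction: 0.5 mM F6P, 0.1 mM ATP, 45 min RT, ADP-Glo luminescence; concentration-response curves fitted and classed by quality.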
Starred values were filed as active, the others as inactive; ? = inconclusive; nt = no result given; & = joins results of further samples; [ ] = dose if it differs, or a comment. Unless noted, calls come from the whole dose curve; as a rule, active = well fitted curve in the direction sought with a large enough effect; inconclusive = small, poorly fitted or top-dose-only effect, or another doubt; inactive = no such curve, though single readings can be large; an effect the other way counts as inactive or inconclusive.

The opening 2 records as a preview:
SMILES	AT treatment	TCR act	MLL CXXC-DNA inh	FBPA coupling cs	KCNH2 WT inh	TSHR antagonist	Giardia killer	Chronic BCR inh	GALK inh	Tb PFK block
O=C(CCNC(=O)c1ccccc1)NN=Cc1ccc(Br)o1	18%	1%[46.1 µM]	nt	nt	-1	27	7	-6%	nt	-19%
O=S(=O)(Nc1nc2ccccc2nc1NCC1CCCO1)c1ccc(F)cc1 (configuration not stated)	-8%	2%	-4%	7	-8	11	-4	?	-4%	0%

Main list, previewed entries included:
SMILES	AT treatment	TCR act	MLL CXXC-DNA inh	FBPA coupling cs	KCNH2 WT inh	TSHR antagonist	Giardia killer	Chronic BCR inh	GALK inh	Tb PFK block
O=C(CCNC(=O)c1ccccc1)NN=Cc1ccc(Br)o1	18%	1%[46.1 µM]	nt	nt	-1	27	7	-6%	nt	-19%
O=S(=O)(Nc1nc2ccccc2nc1NCC1CCCO1)c1ccc(F)cc1 (configuration not stated)	-8%	2%	-4%	7	-8	11	-4	?	-4%	0%
Cc1ccc(NS(=O)(=O)c2ccc(C(=O)N3CCN(c4ncccn4)CC3)cc2)cc1	8%	-3%	4%	8	17	-6	-12	-3%	3%	0%
CC(C)(C)c1ccc(OC(=O)c2cccnc2)cc1	8%	-3%[46.1 µM]	-4%	0	-2	19	-11	-4%	-3%	-5%
O=C(c1ccc(=O)oc1)N1CCCc2ccccc21	-6%	-3%	10%	-3	-9	2	2	-1%	0%	?
O=[N+]([O-])c1ccc(N2CCN(c3ccccc3)CC2)nc1	?	-2%	3%	5	1	10	-17	?	nt	2%
C=CCn1c(Cc2ccccc2)nnc1SCc1nc2ccccc2c(=O)[nH]1	-6%	-10%	2%	0	-2	-10	19	2%	1%	8%
O=c1[nH]c(Cc2cccs2)nc2ccccc12	4%	-1%	-7%	3	-8	14	4	2%	2%	1%
CCN1/C(=C/C(C)=O)Sc2ccc(OC)cc21	-1%	2%	-1%&-14%	-29	-26	?	-1&-10&-6	-10%	0%	6%
C=CCSc1nc2sc(C)c(C)c2c(=O)[nH]1	-3%	-3%[46.1 µM]	4%	0	6	-5	8	3%	-1%	20%
O=C(CSc1ncn[nH]1)N(C1CCCCC1)C1CCCCC1	nt	-5%	-4%	6	-2	-8	-8	-29%	1%	-7%
CCOC(=O)C1C(C)=CC(=O)CC1c1ccco1 (configuration not stated)	12%	1%	-7%	-1	8	1	12	2%	12%	4%
Cc1ccc(C2C(/C=C3/SC(=S)NC3=O)=C(c3cccs3)Oc3ccccc32)cc1 (configuration not stated)	nt	0%	2%	4	-7	-19	-8	29%	0%	0%
Cc1nc2nc(NC(=O)c3ccco3)[nH]n2c(=O)c1C	7%	4%	6%	nt	-2	-11	-3	-6%	-3%	-1%
N#C/C(=C\c1c[nH]c2ccccc12)C(=O)Nc1ncc(Cc2ccc(Cl)cc2Cl)s1	2%	-5%[46.1 µM]	-8%	-1	-8	14	1	4%	1%	-4%
CCOc1cc(C2NC(=O)N(C)C(C)=C2[N+](=O)[O-])ccc1OC(C)=O (configuration not stated)	0%	4%	-5%	-1	13	-1	4	-14%	9%	-5%
O=c1oc(CCCO)cc2ccc(C#Cc3ccsc3)cc12	2%	-3%	nt	nt	-10	-3	-15	?	nt	4%
C/C(CC(=O)Nc1ccc(N(C)C)cc1)=N\NC(=O)c1ccc(C(C)(C)C)cc1	-12%	nt	-11%	-1	6	-16	19	-8%	4%	0%
CC1=C(C(N)=O)C(c2ccc(Cl)cc2Cl)n2ncnc2N1 (configuration not stated)	4%	-3%	-1%	5	-6	6	1	?	0%	-1%
COc1ccc(CNC(=O)Cn2cc(C(F)(F)F)ccc2=O)cc1OC	-1%	-8%	34%[activator]	1	-3	6	1	5%	5%	0%
Cc1ccc(C2=N/C(=C\c3cccc(F)c3)C(=O)O2)cc1	-4%	3%	-14%	0	-3	-7	-4	?	4%	4%
CCC1Nc2ncnc(N3CCc4ccccc4C3)c2N(Cc2ccc(Cl)cc2)C1=O (configuration not stated)	5%	-2%	nt	nt	-2	-17	1	?	nt	-5%
CC(NC(=O)c1cc([N+](=O)[O-])cc([N+](=O)[O-])c1)c1ccc(-n2ccnc2)cc1 (configuration not stated)	13%	2%	12%	nt	1	?	-7	7%	-6%	4%
Cc1ccc(CNS(=O)(=O)c2cc(F)ccc2CN2C(=O)c3cccnc3C2=O)o1	-12%	10%	70%[activator]	1	-13	21	4	3%	-12%	2%
CCCCOCCCNC(=O)c1cccs1	-4%	0%	1%	3	-36	-2	3	-10%	-5%	-12%
Cc1nnc(SCC(=O)Nc2ccc(Cl)cn2)n1Cc1ccccc1	2%	nt	-1%	2	-7	-11	0	0%	9%	1%
O=C1N(Cc2cccc(Cl)c2)C[C@@H]2C[C@@H](c3cccc4cccnc34)N3CCC[C@@]123	3%	-1%	19%	3	11	-7	11	?	0%	-2%
COc1cc(NC(=S)Nc2ccc(OC(F)F)cc2)cc(OC)c1	4%	2%	2%	-1	-3	2	-6	0%	3%	-4%
O=C(COn1nnc2ccc(Cl)cc21)NCc1ccccc1	2%	-2%	-2%	0	5	3	6	-1%	8%	-1%
COc1ccccc1NC(=O)NC(=O)N(C(C)C)S(C)(=O)=O	-7%	2%	1%	-3	-20	10	0	5%	2%	-5%
O=c1oc2ccccc2cc1-c1ccc(O)cc1	3%	2%[46.1 µM]	-8%	1	14	24	-18	?	nt	-4%
CCS(=O)(=O)N1CCN(C(=O)c2ccccc2)CC1	4%	3%	-3%	6	-15	10	9	1%	0%	6%
Cc1ccc(C)c(C(C)NC(=O)C2CCCC2)c1 (configuration not stated)	11%	nt	9%	0	-8	36	9	-3%	-6%	-1%
Cc1nn(CC(=O)N(C)C2CCS(=O)(=O)C2)c(C)c1S(=O)(=O)N(C)C (configuration not stated)	-3%	-1%	nt	nt	-1	8	-4	0%	nt	-3%
COc1ccc(Cc2nnc(SCC(=O)Nc3c(C)cccc3C)[nH]c2=O)cc1	0%	4%	nt	nt	8	-2	0	1%	nt	-1%
Oc1ccc2ccccc2c1CN1CCN(c2ccccc2F)CC1	3%	1%[46.1 µM]	21%	1	5	0	-20	6%	0%	4%
CN(Cc1nc2ccccc2c(=O)[nH]1)C(=O)c1ccc(NC(=O)CSc2nnnn2C)cc1	2%	4%	nt	nt	11	-3	5	?	nt	-4%
COc1ccccc1CCN=C(N)NS(=O)(=O)c1cc(F)ccc1F	8%	0%	?	-8	-17	16	-23	3%	4%	-5%
CSc1ccc(/C=N/NC(=O)c2cccs2)cc1	-1%	-2%	-6%	1	0	-5	0	?	3%	-6%
CC(=O)Nc1ccc(NC(=O)c2ccc(OCc3c(C)noc3C)cc2)cc1	8%	-7%	nt	nt	-1	-1	-4	3%	nt	-1%
Cn1c(=O)[nH]c(=O)c2c1nc(SCC(=O)Nc1ccccc1)n2Cc1ccccc1	0%	3%	3%	4	-6	-7	2	?	0%	-5%
O=C(NCc1ccccc1Cl)c1ccc(S(=O)(=O)NCc2ccco2)cc1	0%	3%	nt	nt	-5	-5	-6	-3%	nt	-3%
CCOc1ccc(NC(=O)c2cccnc2Cl)c([N+](=O)[O-])c1	3%	1%[46.1 µM]	2%	4	-7	3	5	?	nt	-2%
COC(=O)c1c(C)c(C)nc(N)c1C#N	7%	-1%	1%	-1	-7	16	9	-4%	3%	-8%
CC(C)(C)c1ccc(C(=O)OCC(=O)Nc2sc3c(c2C#N)CCC3)cc1	3%	-3%[46.1 µM]	2%	-1	-13	-2	5	2%	-1%	-8%
O=C(CCn1c(=S)[nH]c2cc3c(cc2c1=O)OCO3)NCc1ccccc1Cl	-12%	-5%	-1%	nt	-8	-6	-2	-4%	1%	-5%
CC1CCN(CC(=O)Nc2ccccc2Sc2ccccc2)CC1	?	4%[46.1 µM]	-1%	3	-1	-11	1	?	nt	-3%
COCCNC(=O)CN(Cc1ccccc1)C(=O)CCC(=O)Nc1nccs1	3%	-5%	1%	4	12	5	4	-7%	15%	-1%
O=S(=O)(N/N=C\C=C\c1ccccc1)c1ccc(Br)cc1	0%	4%	-29%	3	-9	-6	7	6%	-3%	30%
Cc1cccn2c(=O)nc(SCC(=O)N3CC(C)OC(C)C3)nc12 (configuration not stated)	3%	-5%	nt	nt	-13	15	0	-12%	nt	-3%
Cc1ccc(/C=N/NC(=O)NC2CCCCC2)o1	55%	-4%	-1%	-11	1	-25	0	?	1%	9%
Cc1ccc2[nH]c(=O)c(CC(=O)O)c(-c3ccccc3)c2c1	0%	nt	-19%	1	7	-9	19	-1%	-1%	-6%
CC(C)(C)c1cc[n+](C2=C([O-])c3ccccc3C(=O)/C2=N\S(=O)(=O)c2ccccc2)cc1	10%	0%	-14%	-60*	5	16	?	?	4%	-7%
Cc1noc(NS(=O)(=O)c2ccc(NC(=O)/C=C/c3ccccc3)cc2)c1C	-6%	3%	nt	nt	17	-14	18	?	nt	-1%
